# Screens deposited in PubChem BioAssay by The Scripps Research Institute Molecular Screening Center.
# DAX1 inh: DAX1 (NR0B1) inhibitors, primary screen, cell-based, HEK293, Gal4-DAX1, luciferase luminescence | Nuclear receptor subfamily 0 group B member 1 (Homo sapiens), P51843 | HEK293 Gal4-DAX1 luciferase reporter | inhibition, % at 6.75 µM | 0.99% of 340,000 active | AID 504766, 2011;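 active = inhibition above the mean over all tested compounds plus 3 SD, cut at about 4.2% in these data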;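 also: 0% = DAX1-transfected cells with DMSO and 100% = empty-vector control cells with DMSO; inhibition shows as a rise in luminescence from relieved DAX1 repression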
# Target sequence (P51843 207-470 limits assumed): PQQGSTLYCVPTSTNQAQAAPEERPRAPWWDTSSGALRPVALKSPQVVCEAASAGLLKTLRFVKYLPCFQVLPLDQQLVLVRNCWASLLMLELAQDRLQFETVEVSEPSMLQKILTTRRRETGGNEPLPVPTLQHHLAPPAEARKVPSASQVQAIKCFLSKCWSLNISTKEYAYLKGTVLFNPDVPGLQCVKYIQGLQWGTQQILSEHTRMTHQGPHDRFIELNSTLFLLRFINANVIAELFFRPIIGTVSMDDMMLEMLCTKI
# FXN GAA850 act: FXN promoter activators, primary screen, cell-based, luciferase luminescence, HEK293 lucGAA850; activation, % at 6 µM; HEK293 lucGAA850 FXN promoter luciferase reporter, 24 h; percent of 10 µM SAHA response; AID 540364, 2011; 0.56% of 360,000 active;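 active = activation above the average of all compounds screened plus 3 SD, cutoff fixed separately per campaign, cut at about 7.5% in these data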;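 also: 0% = DMSO wells and 100% = 10 µM SAHA wells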
# An asterisk follows results filed as active.
SMILES,DAX1 inh,FXN GAA850 act
Cc1ccc2cccc(OCC(=O)NCCC3=CCCCC3)c2n1,-0.3,0.1
CC(=O)C1=C(O)C(=O)N(c2cc(C(C)(C)C)on2)C1c1ccc(C(C)C)cc1 (centres undefined),1.0,0.6
CC(C)n1cc(/C=N/Nc2ccc(Cl)c(C(=O)O)c2)c2ccccc21,4.5*,1.7
CC1(C)CC(=O)C(C(C2=C(O)CC(C)(C)CC2=O)c2cccs2)C(=O)C1 (centres undefined),-0.9,1.7
O=C(CN1C(=O)S/C(=C\C=C\c2ccccc2)C1=O)N1CCCCC1,-0.2,-0.6
COC(=O)c1ccccc1NC(=O)CSCC(=O)Nc1ccc(F)cc1,-0.3,0.9
O=C(NC(NC(=S)Nc1ccccc1C(=O)O)C(Cl)(Cl)Cl)c1ccccc1 (centres undefined),-0.4,-1.0
Clc1cccc(CSc2nnc(-c3cccnc3)n2Cc2ccco2)c1,-0.1,-1.2
CNC(=O)CNC(=O)Nc1ccc(Cl)c(Cl)c1,-0.1,-0.1
Cc1ccc(/C=C2\SC(=S)N(/N=C/c3cc([N+](=O)[O-])ccc3O)C2=O)o1,-0.9,1.7
OCCN(CCO)c1ccc(C(c2ccccc2Cl)c2ccc(N(CCO)CCO)cc2Cl)c(Cl)c1,0.2,-0.1
CCCCCSc1nnc(C)c(=O)[nH]1,1.8,0.2
Cc1ccc2cc(CN(Cc3ccco3)C(=S)NCC3CCCO3)c(=O)[nH]c2c1 (centres undefined),-0.6,-0.1
NC(=S)N/N=C/c1c[nH]c2ccc(OCc3ccccc3)cc12,-2.4,-5.0
O=C(Cn1c2[n+](c3ccc(C(F)(F)F)cc31)CCCCC2)Nc1ccc(Br)cc1,1.2,-1.2
O=c1nc2sc3ccccc3n2c(=O)n1-c1cccc(Cl)c1,2.6,5.1
Cc1ccc(C)c(N2CCN(C3CCCCC3NS(=O)(=O)c3ccccc3)CC2)c1 (centres undefined),0.8,2.7
Cc1ccccc1N=Cc1cccc(O)c1O,0.6,4.3
COC(=O)C(Cc1ccc(OC(=O)c2ccc(C)cc2)cc1)N1Cc2ccccc2C1=O (centres undefined),1.3,1.1
COc1ccc(Nc2nc(N)nc(CSc3nccc(C)n3)n2)cc1,-0.3,7.5
COCCn1c(=S)[nH]c2cc(C(=O)NCC3CCCO3)ccc2c1=O (centres undefined),-0.5,-1.9
CSc1ccccc1NC(=O)COC(=O)/C=C/c1ccco1,-0.3,1.3
COc1ccc2[nH]c3c(c2c1)CCn1c-3nc2ccccc2c1=O,2.1,1.7
C#CCOCCOCCOCCNc1nc(N2CCN(C(=O)CCCCCCCCCCNC(=O)[C@H](CCCCN)n3cc(CCCC(=O)O)nn3)CC2)nc(N2CCN(C(=O)CCCCCCCCCCNC(=O)[C@H](CCCCN)n3cc(CCCC(=O)O)nn3)CC2)n1,0.8,-0.1
O=C(NCc1ccccc1Cl)c1cccc2c1C(=O)c1ccc(-c3ccc(OC(F)(F)F)cc3)cc1S2(=O)=O,0.6,0.4
CN1/C(=C/C(=O)c2nc(S(C)(=O)=O)ncc2Cl)C(C)(C)c2ccccc21,-4.5,9.8*
CCC(C)[C@@H](CN(N=O)[C@@H](Cc1ccccc1)CN(C)N=O)N(CCc1ccccc1)N=O (some centres undefined),-0.3,5.8
Cc1nc(Nc2nc3c(c(=O)[nH]2)CCC3)nc2ccccc12,1.1,0.2
Cc1cccc(NC(=O)c2cc(NC(=O)c3ccco3)ccc2N2CCCCC2)c1,-0.5,0.2
CCCCCOc1ccc(NC(=O)C(=O)NCCC2=CCCCC2)cc1,0.1,0.6
O=C(Cn1c2ccc(F)cc2c2nc3n(c(=O)c21)CCS3)N1CCCC1,2.3,-0.3
O=C1/C(=C\c2cc(Br)cc(Br)c2O)SC(=S)N1Cc1ccccc1,0.6,0.2
O=C(c1cccs1)N1CCN(Cc2ccc3c(c2)OCO3)CC1,1.1,-2.0
Cc1nc2ccccc2c(=O)n1/N=C/c1ccc2ccccc2c1O,-0.2,-2.4
COCCOC(=O)C(C#N)c1nc2ccccc2nc1N1CCN(Cc2ccccc2)CC1 (centres undefined),-1.1,1.0
Cc1ccc(S(=O)(=O)N2CCN(C)CC2)cc1[N+](=O)[O-],1.5,-3.0
O=C(Nc1cccnc1)c1cc2c(ccc3ccccc32)o1,2.4,6.9
Cc1ccc2[nH]c(=O)c(-c3nc4cc(C)ccn4c3NCc3ccco3)cc2c1,-0.4,2.3
Cc1nc(NC(C)c2ccccc2)c2c3c(sc2n1)CCC3 (centres undefined),-0.9,2.8
CCCNC(=O)c1ccc2c(=O)c(O)c(-c3ccc(F)cc3)[nH]c2c1,2.7,-3.0
CN1CCN(c2nc3c(c(=O)[nH]c(=O)n3C)n2Cc2ccccc2F)CC1,2.2,1.2
CCc1ccc(NC(=O)[C@H](C)NC(=O)C2CCN(C(=O)[C@@H](N)Cc3ccccc3)CC2)cc1,-1.9,-3.7
O=C(Nc1cccc(-c2nc3ccccc3s2)c1)c1cc(-n2cnnc2)ccc1Cl,-1.2,2.6
c1ccc2ncccc2c1,3.0,-1.2
COc1ccc(OC)c(C(O)c2coc3ccc(O)c(CN4CCOCC4)c23)c1 (centres undefined),-0.8,-4.0
COC(=O)[C@@]1(Cc2ccc(F)cc2)[C@@H]2[C@@H](CC(=O)[C@H]2CC(=O)C(=O)N(C)C)CN1C(=O)c1ccccc1,0.5,1.4
COCCNC(=O)C1CC(c2cccc(OC)c2)=NO1 (centres undefined),-0.5,-2.5
Cc1ccc(CNC(=O)C2(C(F)(F)F)C/C(=C\Cc3ccccc3)CCCO2)o1 (centres undefined),-0.8,-1.1
CCN(C(C)=O)c1cccc2ccccc12,-0.5,3.3
C[C@@]12C(=O)Nc3ccc(Br)cc3C(=O)N1[C@H]1c3cc(Cl)ccc3OC[C@@H]1[C@@H]2c1ccccc1,-0.6,-10.3

# Later entries:
SMILES,DAX1 inh,FXN GAA850 act
O=C1OCCN1C(=O)[C@H]1[C@H](c2ccc(F)cc2)C(c2ccccc2)=NN1c1ccc(Br)cc1,-0.2,0.6
CC(=O)C1=C(C)N(CC2CC2)C(=O)N[C@H]1c1cccs1,-1.1,0.2
CC1CCN(S(=O)(=O)c2ccc(NC(=O)C3CCCCC3C(=O)O)cc2)CC1 (centres undefined),-0.2,0.4
COc1cc(N2CCCC2)c(OC)cc1/C=C(/C#N)c1cccc(Br)c1,0.5,-0.7
CCOC(=O)COc1ccccc1/C=C\[N+](=O)[O-],-1.0,-10.6
Cc1cccc(C(=O)Nc2cccc(C(=O)Nc3cc(C)ccn3)c2)c1,-0.3,0.8
O=C1C(Br)=C(c2ccccc2)C(c2ccccc2)=C1c1ccccc1,1.9,1.7
COc1ccc(C[C@@H]2CN3C(=NC[C@@H]3Cc3ccc(O)cc3)N2C[C@H](C)NC(=O)CCC2CCCCC2)cc1,-0.1,-12.6
N#CCCN1CCN(C(=S)c2ccc(-c3ccc(Cl)cc3)o2)CC1,1.7,4.8
COC(=O)c1cc(C(=O)OCC(=O)N2c3ccccc3NC(=O)C2(C)C)cc([N+](=O)[O-])c1,-1.0,1.4
CC1CCN(C(=O)Cn2c(=O)n(CCc3ccccc3)c(=O)c3ccccc32)CC1,0.4,-1.5
Cc1sc(NC(=O)c2ccco2)c(C(c2ccc(F)cc2)N2CCN(C)CC2)c1C (centres undefined),1.8,-4.4
C[C@H](NC(=O)c1[nH]cnc1C(=O)Nc1ccc(Cl)cc1)C(=O)OC(C)(C)C,0.8,-1.2
Cc1ccnc(NC(=O)CCC(=O)N(CC(=O)NCc2ccc(F)cc2)Cc2ccccc2)c1,0.7,-0.1
COC(=O)Cn1c(=O)c2c(nc(Br)n2CC(=O)OC)n(C)c1=O,-0.6,2.5
COc1ccc2c(c1)C(=O)[C@@H](O)[C@H](c1ccc(OC)c(Br)c1)O2,1.6,-1.4
COC(=O)CCS(=O)(=O)c1nc(-c2ccccc2)cc(C(F)(F)F)n1,-3.3,7.0
C=CCn1c(O)c(CN2CCOCC2)c(C)c(C#N)c1=O,-0.2,-1.5
CCCCN(Cc1ccccc1)c1ncnc2nc[nH]c12,0.3,3.2
CC[C@]12c3[nH]c4ccc(OC)cc4c3CCN1C(=O)C(CC(=O)NCC13CC4CC(CC(C4)C1)C3)C[C@@H]2C(=O)N1CCN(C(=O)c2ccco2)CC1 (some centres undefined),-1.0,14.5*
CCc1ccc(NC(=O)c2ccc(NC(=O)C3CCCO3)cc2)cc1 (centres undefined),-1.7,0.1
O=C(Nc1c2c(nn1-c1ccc(F)cc1)CSC2)c1ccc(S(=O)(=O)N2CCOCC2)cc1,-0.3,3.5
COc1ccc(-c2nc(-c3cccc(C)c3)no2)cc1OC,0.4,5.6
Cc1c(NC(=O)C2C3C=CC(C3)C2C(=O)O)c(=O)n(-c2ccccc2)n1C (centres undefined),-0.3,-0.6
Cc1cc(C)n(Cc2ccc(F)cc2)c(=O)c1C#N,-0.2,-2.4
CCn1nnc(NC(=O)CSc2ccc(Cl)cc2)n1,0.1,0.6
CCOc1cc(/C=C2/C(=N)N3C(=NC2=O)SN=C3S(C)(=O)=O)ccc1OC(=O)c1ccco1,0.8,2.5
CN(CCNC(=O)CN1CCN(Cc2ccccc2Cl)C1=O)Cc1ccccc1,0.4,1.0
COc1ccc(C2=NOC(C(=O)NCc3ccc(F)cc3)C2)cc1OC (centres undefined),-0.6,4.5
CN1CCN(C(=O)c2ccc3c(c2)N(Cc2ccccc2)CCS3)CC1,0.2,-2.9

# Molecules from the list above that contain a CF3 group:
SMILES,DAX1 inh,FXN GAA850 act
O=C(Cn1c2[n+](c3ccc(C(F)(F)F)cc31)CCCCC2)Nc1ccc(Br)cc1,1.2,-1.2
O=C(NCc1ccccc1Cl)c1cccc2c1C(=O)c1ccc(-c3ccc(OC(F)(F)F)cc3)cc1S2(=O)=O,0.6,0.4
Cc1ccc(CNC(=O)C2(C(F)(F)F)C/C(=C\Cc3ccccc3)CCCO2)o1 (centres undefined),-0.8,-1.1
COC(=O)CCS(=O)(=O)c1nc(-c2ccccc2)cc(C(F)(F)F)n1,-3.3,7.0

# Following part.
SMILES,DAX1 inh,FXN GAA850 act
COc1cc2c(cc1[N+](=O)[O-])-c1ccc([N+](=O)[O-])cc1C2=NNC(N)=S,-1.3,-1.3
CCOC(=O)C1CCN(C(=O)c2cc3c(-c4ccc(OC)c(OC)c4)nn(C)c3s2)CC1,-0.3,2.7
CCCCC(=O)Nc1nc2c(s1)COc1ccccc1-2,2.5,0.6
Cc1sc(NC(=O)c2oc3ccccc3c2C)c(C#N)c1C,0.7,0.4
CCOC(=O)c1sc(NC(=S)NC(=O)c2cccc(Cl)c2)c(C(=O)OCC)c1C,-0.4,1.3
CCSc1nnc(-c2c[nH]c3ccccc23)o1,1.1,2.7
CN(C)c1ccc2c(c1)OC(N)=C(C#N)C2c1cccc(F)c1 (centres undefined),-0.7,1.9
COc1ccc(N2CCN(C(=O)CSc3nnc4nc(C)cc(C)n34)CC2)cc1,0.8,-0.9
CC(=O)n1cc([C@H]2C=C(C(=O)Nc3ccccc3)O[C@@H](OCc3ccc(CO)cc3)C2)c2ccccc21,-3.0,-9.3
CC1=NN(c2ccccc2)C(=O)C1C=Nc1ccccc1O (centres undefined),1.8,3.0
COc1cccc2c1NC(C(=O)O)C1CC=CC21 (centres undefined),0.0,-0.2
Cc1sc2nc(C3CC3)nc(SCC(=O)N3c4ccccc4CC3C)c2c1C (centres undefined),1.1,-1.3
Cc1cc(/C=N/n2cnnc2)c(C)n1-c1ccc(OCc2ccc(Cl)cc2Cl)cc1,-4.0,-12.9
COc1ccc2[nH]c(=O)c(CN(C3CCCCC3)C(c3nnnn3Cc3ccco3)C(C)C)cc2c1 (centres undefined),0.9,5.6
Cn1c(=O)c2c(nc(CN3CCOCC3)n2CCN2CCOCC2)n(C)c1=O,1.8,2.3
Cc1cc(CNC(=O)Cc2c(F)cccc2Cl)nn1C,0.7,1.8
COC(CN(C(=O)CCl)C(C(=O)NC1CCCC(C)C1C)c1ccc(C)cc1)OC (centres undefined),0.3,-3.5
CCN(CC)C(=O)CSc1nc(O)cc(=O)n1-c1ccccc1OC,0.2,-1.3
CCCCCCC(=O)Nc1nc(C)c(-c2csc(Nc3ccc(Cl)cc3)n2)s1,2.2,-0.7
C=CCNc1nc(N)c([N+](=O)[O-])c(NCc2ccccc2)n1,-1.5,6.1
Cn1c2c(c(=O)n(C)c1=O)C(C(F)(F)F)(C(F)(F)F)N=C(c1ccc(Cl)cc1)N2,-4.9,-14.0
COCCCn1c(SCC(=O)OC2CCCCC2)nnc1-c1ccco1,-1.1,-1.9
Cc1cc2ncn(S(=O)(=O)c3ccc(S(=O)(=O)N4CCCCCC4)cc3)c2cc1C,-0.6,2.0
CCCCN(CC(=O)Nc1c(C)cccc1CC)C(=O)SCC,0.5,-1.2
Cc1ccc(C(=C2C3C=CC2C2C(=O)NC(=O)C32)c2ccc(C)cc2)cc1 (centres undefined),0.1,-0.9
Cc1cccn2c(=O)c(/C=C3\SC(=S)N(CC(C)C)C3=O)c(NCCCOC(C)C)nc12,2.8,-0.4
CC(C)CCCN1C(Nc2ccccc2)=NC[C@@H]1Cc1ccccc1,-0.6,-0.8
CCOc1ccccc1OCC(O)CNC (centres undefined),1.0,-0.2
O=C(Cn1sc2ccccc2c1=O)NC12CC3CC(CC(C3)C1)C2,0.5,-3.7

# Copied from the listing for reference:
SMILES,DAX1 inh,FXN GAA850 act
COCCCn1c(SCC(=O)OC2CCCCC2)nnc1-c1ccco1,-1.1,-1.9
Cc1cc2ncn(S(=O)(=O)c3ccc(S(=O)(=O)N4CCCCCC4)cc3)c2cc1C,-0.6,2.0
CCCCN(CC(=O)Nc1c(C)cccc1CC)C(=O)SCC,0.5,-1.2
Cc1ccc(C(=C2C3C=CC2C2C(=O)NC(=O)C32)c2ccc(C)cc2)cc1 (centres undefined),0.1,-0.9
Cc1cccn2c(=O)c(/C=C3\SC(=S)N(CC(C)C)C3=O)c(NCCCOC(C)C)nc12,2.8,-0.4

# Some of the compounds tested; the hit share may differ from the screen's.
